Bioassay records as filed in PubChem BioAssay.
Nrf2 block: Nrf2 qHTS screen for inhibitors. A549 ARE-Fluc reporter, luciferase luminescence, 18-24 h. actives 2.1% (n = 360,000). AID 504444, 2011. Potency, µM (titrated, usually from 46 µM), inactives show top-dose activity change, negative = inhibition, actives largely listed as inhibitors; further: potency means the concentration at half of the fitted maximal effect; on the % scale 0 is the no-effect control and ±100 the full control effect; nearly all actives have a fitted effect of over 60% in size
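Reporter: ARE-Fluc in A549. Exposure: 18-24 h, 37 °C, 5% CO2, 5% FBS OPTI-MEM. Readouts: fluorescent cytotoxicity (CellTiter-Fluor), then luminescent Nrf2 signal after BugLite.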
A549 tox: Nrf2 qHTS screen for inhibitors: counterscreen for cytotoxicity | A549 ARE-Fluc cells, CellTiter-Fluor viability, 18-24 h | Potency, µM (doses to about 46 µM), inactives show at the top dose activity change, negative = cytotoxicity, hits mostly inhibitors | actives 0.16% (n = 390,000) | AID 504648, 2011; further: potency means the concentration at half of the fitted maximal effect; on the % scale 0 is the no-effect control and ±100 the full control effect
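A549 ARE-Fluc cells in 5% FBS OPTI-MEM, 5000 cells/well, rested 2 h then exposed to compounds in concentration-response for 18-24 h at 37 °C. Viability by CellTiter-Fluor fluorescence (Ex 405/Em 525) after 30 min; luciferase luminescence (BugLite, 15 min, RT) read afterwards.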
S2 tox: Viability Counterscreen for Primary qHTS for Inhibitors of ATXN expression. S2 cells (HEK-293 line with an ATXN2-luciferase reporter) viability, CellTiter-Fluor protease fluorescence, 24 h. Potency, µM (doses to about 56.7 µM), hits mostly cytotoxic. actives 0.49% (n = 400,000); further: potency means the concentration at half of the fitted maximal effect; nearly all actives have a fitted effect of over 40% in size
pAkt inh: HTS Assay for Inhibitors of Akt Phophorylation: Primary Screen; Neuro2A IGF-stimulated pAkt S473 HTRF, 20 min; stronger effect = lower value; activity change, % for hits at 50 µM; actives 0.32% (n = 360,000); in the data active means activity change below about -80%; inconclusive means mostly about -51% to -80%; further: on the % scale 0 is the no-effect control and ±100 the full control effect
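Neuro2A cells in DMEM with 0.5% FBS, overnight at 37 deg C, given compound at single 50 µM final, then IGF (6 nM final) for 20 min at 37 deg C. Lysed; phospho-Akt Ser473 by HTRF after 24 h, 665/615 ratio.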
HepG2 tox: qHTS for Inhibitors of TGF-b: Cytotox Counterscreen | actives 0.76% (n = 410,000) | HepG2 CAGA-GFP viability, ATP luminescence, 18 h | AID 588856, 2011 | Potency, µM (highest dose often 46.1 µM), inactives show at the top dose activity change, negative = cytotoxicity, actives largely listed as cytotoxic; further: potency means the concentration at half of the fitted maximal effect; some results filed as inactive show a strong effect at the top dose
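HepG2 CAGA-GFP cells (1000/well, DMEM with 1% FBS) received compound, then TGF-beta at 500 pg/mL final, and were incubated 18 hours at 37 degrees C. Viability was read by CellTiter-Glo luminescence. Media-only wells were set as complete cell-killing and DMSO as no toxicity.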
CCT modulator: High-Throughput Screening for Modulators of Cytosolic Chaperonin Activity | activity change, % (test concentration not listed), hits read low | purified chaperonin ATPase assay, HTRF ADP detection, 30 min | actives 0.3% (n = 360,000); in the data active means activity change below about -30%; further: on the % scale 0 is the no-effect control and ±100 the full control effect
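TRiC (40 or 20 nM final, by batch activity) in 30 mM Tris pH 7.4, 100 mM KCl, 5 mM MgCl2, 1 mM DTT was treated with compound at 76 uM single dose, then 10 uM ATP, 30 min at 37 °C. ADP was read by HTRF Transcreener.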
Mm-Cpn inhibitor: Inhibitors of TCP-1 ring complex (TRiC) of Methanococcus maripaludis (MmCpn): qHTS. Chaperonin Mm-Cpn (Methanococcus maripaludis). purified Mm-Cpn ATPase, ADP Transcreener TR-FRET. actives 0.031% (n = 330,000). Potency, µM (series often up to 76.9 µM), for the others: at the top dose activity, negative = inhibition, actives largely listed as inhibitors; further: potency means the concentration at half of the fitted maximal effect; on the % scale 0 is the no-effect control and ±100 the full control effect; nearly all actives have a fitted effect of over 80% in size
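Compound-treated chaperonin, 25 nM final, turns over 10 uM ATP at 37°C for 30 min following a 10 min preincubation; ADP generated competes with ADP-d2 for Eu-cryptate antibody, lowering FRET.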
Nrf2 ARE act: qHTS of Nrf2 Activators; Potency, µM (titrated, usually from 46.1 µM), for inactives: at the highest dose activation, hits mostly activators; AREc32 ARE-luciferase reporter (MCF7-derived line), luminescence, 24 h; actives 0.31% (n = 410,000); further: potency means the concentration at half of the fitted maximal effect; % of control where 0% means no effect; nearly all actives have a fitted effect of over 65% in size
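Quantitative high-throughput format: AREc32 reporter cells, 1000 per well, received compound by pin transfer and were incubated 24 hr at 37 deg C, 5% CO2, before Steady-Glo luminescence detection.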
TGFb SMAD3 inh: qHTS for Inhibitors of TGF-b; actives 1.2% (n = 410,000); Potency, µM (highest dose often 46.1 µM), without a hit: at the top dose activity, negative = inhibition, hits mostly inhibitors; HepG2 CAGA-GFP TGF-b/SMAD3 reporter, GFP fluorescence, 18 h; TGF-beta stimulated, 500 pg/mL final; further: potency means the concentration at half of the fitted maximal effect; on the % scale 0 is the no-effect control and ±100 the full control effect; nearly all actives have a fitted effect of over 65% in size
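Using HEPG2 CAGA-GFP reporter cells at 1000 cells/well, we pinned test compounds, stimulated with recombinant TGF-beta (500 pg/mL final) and measured total well GFP after 18 h.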
Starred values were filed as active, the others as inactive; i = inactive; ? = inconclusive; / = no result given; [ ] = dose if it differs, or a comment. Unless noted, the call rests on the fitted dose curve; in most records, active means well fitted curve in the direction sought with a large enough effect; inconclusive means small, poorly fitted or top-dose-only effect, or another doubt; inactive means no such curve, though single readings can be large; an effect the other way counts as inactive or inconclusive.

Compound | S2 tox | Nrf2 block | Nrf2 ARE act | TGFb SMAD3 inh | CCT modulator | A549 tox | Mm-Cpn inhibitor | HepG2 tox | pAkt inh
CN(C)CCNC(=O)CN1C(=O)CSc2ccc(S(=O)(=O)N3CCCCC3)cc21 | i | 1% | 0.2% | 3% | 0.2 | 1% | 0% | -28% | i
c1ccc(Cn2c(NCc3ccco3)nc3ccccc32)cc1 | i | ? | 2.5% | -5% | -1.1 | ? | 0% | -4% | i
COc1ccc(C(=O)Cn2nnc(-c3ccccc3F)n2)cc1 | i | -22% | 0.6% | -6% | -0.5 | -2% | -11% | 0% | /
CCOc1cc(N2CCOCC2)c(OCC)cc1NC(=O)CN1C(=O)NC(CC(C)C)C1=O (centres undefined) | ? | 1% | -0.3% | -7% | -29 | 4% | -1% | 21% | i
Cc1cnc(NC(=O)CSc2nnc(CNc3ccc(F)cc3)n2CC2CCCO2)s1 (centres undefined) | i | 17% | -0.5% | -6% | 0.5 | -2% | 0% | -6% | i
COc1cccc2[nH]c3c(N4CCC5(CC4)OCCO5)ncnc3c12 | i | 0% | 3.2% | 10% | -1.9 | 14% | -10% | 19% | i
O=C(O)/C=C/C(=O)Nc1ccc(C2(c3ccc(NC(=O)/C=C/C(=O)O)cc3)c3ccccc3-c3ccccc32)cc1 | i | 1% | -4.3% | 1% | -1.8 | -1% | -1% | -14% | i
Cc1csc(NC(=O)C2=NN(c3ccccc3)C(=O)CC2)n1 | i | 4% | 0.2% | 2% | 0.3 | -4% | 0% | 18% | i
Cc1ccc(C)c(OCCCN2CCCC2)c1 | i | 5% | 0.4% | -23% | -1.1 | -1% | -2% | 0% | i
CCOC(=O)c1c(Oc2ccc(OC)cc2)nnc(-c2ccccc2)c1-c1ccccc1 | i | ? | 0.5% | -19% | / | -1% | / | -31% | /
O=C(NC(=S)NCC1CCCO1)c1cccc([N+](=O)[O-])c1 (centres undefined) | i | -3% | -0.1% | -7% | -2.9 | 20% | -15% | -3% | i
CN(CC(=O)Nc1ccc(N2CCOCC2)cc1)C(=O)c1cc(S(=O)(=O)N(C)C)ccc1Cl | i | 9% | 1.0% | -11% | -1.3 | 11% | 1% | -26% | i
COc1ccc(NC(=O)C2CC(=O)N(C)C(=Nc3ccc4c(c3)OCO4)S2)cc1 (centres undefined) | i | -35% | -0.6% | 0% | -6.1 | -16% | -18% | -1% | i
COc1ccccc1NC(=O)CSc1nc2sc(C)c(C)c2c(=O)n1Cc1ccco1 | ? | ? | -0.1% | -7% | -1.0 | -14% | -1% | -5% | i
C[N+](C)(CC#Cc1ccccc1)CC(=O)c1ccccc1 | i | -15% | 0.2% | 17% | -2.2 | 10% | -4% | 2% | i

The list goes on; the last 2 above are carried over.
Compound | S2 tox | Nrf2 block | Nrf2 ARE act | TGFb SMAD3 inh | CCT modulator | A549 tox | Mm-Cpn inhibitor | HepG2 tox | pAkt inh
COc1ccccc1NC(=O)CSc1nc2sc(C)c(C)c2c(=O)n1Cc1ccco1 | ? | ? | -0.1% | -7% | -1.0 | -14% | -1% | -5% | i
C[N+](C)(CC#Cc1ccccc1)CC(=O)c1ccccc1 | i | -15% | 0.2% | 17% | -2.2 | 10% | -4% | 2% | i
COc1ccccc1N1CCN(C(=O)CCC(=O)N2CCN(c3ccccc3OC)CC2)CC1 | i | -18% | -1.0% | -13% | 0.8 | 2% | -3% | -15% | i
Cn1c(=O)oc2cc(S(=O)(=O)N3CCCC(C(=O)NCCc4ccc(Cl)cc4)C3)ccc21 (centres undefined) | i | -9% | -0.5% | -15% | / | 0% | / | -2% | /
Cc1ccc(N(C(=O)c2ccc(Br)o2)C2C=CS(=O)(=O)C2)cc1 (centres undefined) | i | -8% | -0.6% | 0% | -2.9 | 0% | -1% | -5% | i
CC(C)NC(=O)C1(C)CCCCN1Cc1ccc(OCc2ccccc2)cc1 (centres undefined) | i | / | 3.8% | ? | -0.1 | / | / | -77% | i
CCn1nc(-c2ccccc2)c(-c2ccccc2)c(C(=O)Nc2ccc(NC(C)=O)cc2)c1=O | / | 0% | 1.9% | -17% | / | -5% | / | -8% | /
C#CCN(C[C@@H]1[C@@H](OC(=O)NC2CC2)[C@@H](OC(=O)NC2CC2)CN(C(=O)OC(C)C)N1C(=O)OC(C)C)S(=O)(=O)c1ccc(C)cc1 | ? | / | 0.3% | -11% | 0.9 | / | / | -7% | i
COc1ccc(CN2CCN(S(=O)(=O)c3ccc(C)cc3)CC2)cc1OC | i | -26% | 0.3% | -11% | 1.4 | 2% | / | -8% | i
O=C(NC1CCCCC1)NS(=O)(=O)c1ccc2c(c1)CCC2 | i | -7% | 1.8% | -4% | -1.9 | -1% | / | 2% | i
CC1CCN(CCNC(=O)CN(C)S(=O)(=O)c2cccc3nsnc23)CC1 | i | 12% | 0.0% | -16% | -0.7 | 19% | 4% | 9% | i
Cc1ccsc1C(=O)NNC(=O)CCN1CCN(c2ccccc2)CC1 | i | -3% | -0.6% | 10% | -1.2 | -4% | 1% | 2% | i
Cc1c(Cl)cccc1NC(=O)c1cccnc1 | i | 7% | -0.7% | 0% | -1.2 | 0% | 1% | -2% | i
CC1CCCN(c2nc3nonc3nc2Nc2ccccc2F)C1 (centres undefined) | i | ? | 0.4% | ? | -0.8 | -3% | 2% | -22% | i
CC1CCC(NC(=O)c2ccc(NC(=O)CC3SC(N4CCCC4)=NC3=O)cc2)CC1 (centres undefined) | ? | 18% | 2.6% | 21% | -1.6 | -9% | 1% | 7% | i
COc1cc(C2c3[nH]c4ccccc4c3C[C@@H]3C(=O)N(Cc4ccco4)CC(=O)N23)cc(OC)c1OC (some centres undefined) | ? | -19% | -0.9% | 1% | -3.2 | 1% | -2% | -13% | i
Clc1cccc(Cl)c1/C=C/c1ccn[nH]1 | i | 4% | 2.1% | -13% | 0.8 | -16% | -1% | -34% | i
Cc1ccc(/C=N/NC(=O)CSc2nnc(-c3ccc(Cl)cc3)n2-c2ccccc2)o1 | i | 7% | -0.4% | 0% | -0.1 | -3% | -1% | -10% | i
CCOC(=O)Oc1ccc2c(c1)C(C)=CC(C)(C)N2C(=O)OCC | i | 4% | 0.5% | ? | -0.8 | -2% | -2% | -1% | i
O=S(=O)(NC1c2cccc3cccc(c23)C1N1CCNCC1)c1ccccc1 (centres undefined) | ? | 0% | 0.6% | -7% | 0.7 | -10% | 1% | -39% | i
COC(=O)c1cc(OC)nc2ccc(Br)cc12 | i | 8% | -0.2% | 2% | 2.0 | 14% | -13% | 1% | i
CCNC(=O)C1(C)CCN(Cc2cccc(Oc3ccccc3)c2)C1 (centres undefined) | i | / | 2.9% | -6% | -0.1 | / | / | -26% | i
CCOC(=O)C(=CNc1ccccc1Cl)C(=O)OCC | ? | -10% | 0.2% | -10% | -1.5 | 15% | 1% | -8% | i
NC(=O)c1ccc(Oc2ccc(Cl)cc2)c([N+](=O)[O-])c1 | / | 5% | 5.8% | 51%[activator] | 1.1 | ? | 0% | 65% | i
Cc1ccccc1CN(C)c1ccc(S(=O)(=O)N2CCN(C)CC2)cn1 | i | 5% | -0.5% | -1% | -0.6 | 14% | 0% | 2% | i
CCOc1ccc2[nH]c(=O)c(CN(CCc3ccccc3)C(=O)N3CCOCC3)cc2c1 | i | 12% | -0.8% | -13% | 0.1 | ? | 1% | 0% | i
O=[N+]([O-])c1ccc(Sc2cccc3cccnc23)cc1 | i | -14% | 1.1% | -7% | -4.6 | -6% | -1% | -15% | i
Cc1c(C(=O)NCCN2CCOCC2)oc2ccccc12 | ? | 18% | 0.3% | 7% | 0.1 | 0% | 2% | 5% | i
O=C(/C=C/c1ccccc1Cl)N(c1ccccn1)C1CCCCC1 | i | 11% | 0.1% | 0% | -3.7 | -1% | 0% | 5% | i
COc1ccc(S(=O)(=O)N2CCN=C2SCc2cccc(F)c2)cc1 | i | 10% | 0.5% | -12% | 0.4 | 17% | 0% | -1% | i
C[C@H]1CN([C@@H](C)CO)C(=O)CCCn2nncc2CO[C@H]1CN(C)C(=O)c1ccncc1 | ? | / | 0.0% | 10% | -1.2 | / | / | 1% | i
CCc1ccc(NC(=O)CCN2C(=O)c3cccnc3C2=O)cc1 | i | -7% | -0.9% | -13% | -0.1 | -21% | -1% | -3% | i
O=C(CNS(=O)(=O)c1ccc(Br)cc1)NC1CCCC1 | i | 5% | -0.9% | 2% | 1.8 | 0% | 4% | -4% | i
COc1cccc(-c2cc(C(=O)Nc3ccc(OC)cc3OC)no2)c1 | i | -1% | 0.3% | 12% | / | 4% | / | -4% | /
CCS(=O)(=O)N1Cc2ccccc2CC1C(=O)N(C)CC(=O)Nc1ccc(F)c(F)c1F (centres undefined) | i | 1% | 0.0% | 13% | -0.8 | -8% | 1% | -20% | i
O=C(O)c1cc(N/C(=N\S(=O)(=O)c2ccc(F)cc2)c2ccccc2)ccc1O | i | 1% | -0.6% | -4% | 0.7 | -3% | 2% | -36% | i
S=C(NCCN1CCOCC1)N1CCN(c2cccc(Cl)c2)CC1 | i | ? | 1.6% | -29% | 1.7 | -12% | -2% | -13% | i
CCc1[nH]nc2c1C(c1cccc(OC(=O)N3CCOCC3)c1)C(C#N)=C(N)O2 (centres undefined) | i | 2% | -0.7% | -3% | -3.2 | -7% | 0% | -21% | i
